TWEAK-Fn14 inh – blocks TWEAK-Fn14 interaction in a reporter cell assay; AID 1159606; inhibition, % at 10 µM; TWEAK-stimulated Fn14 reporter cells, luciferase luminescence, 8 h; 2% of 360,000 active; in the data active means inhibition above about 50%
EBV LMP1 NFkB – Epstein-Barr LMP1 NF-kappaB reporter inhibition | inhibition, % at 12.5 µM | LMP1-induced NF-kappaB luciferase reporter cells, luminescence | 0.69% of 350,000 active | AID 504558; in the data active means inhibition above about 41%;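 further: 0% = neutral control wells and 100% = reference inhibitor control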
NR5A2 inv ag – inverse agonists of human LRH-1 (NR5A2); O00482; HEK293T StAR-luciferase reporter, LRH-1 transfected, 24 h; 0.13% of 360,000 active; inhibition, % at 3.6 µM;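 active means inhibition above the mean inhibition of all tested compounds plus 3 SD, cut at about 73% in these data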;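 further: 0% = DMSO wells and 100% = reporter-only cells lacking LRH-1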
CF NFkB inh – cystic fibrosis NF-kB activation inhibition; 0.86% of 360,000 active; inhibition, % at 5 µM; KKLEB NF-kB-GFP reporter, PAF-induced, GFP fluorescence overnight; AID 588850;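 active means at least 50% inhibition at 5 µM, scaled per plate between neutral and stimulator controls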;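 further: PAF is a Pseudomonas aeruginosa culture filtrate used as stimulus; plate controls were PAF-stimulated DMSO wells for no effect and unstimulated DMSO wells for full effect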
SRC1 inh – inhibits human SRC1 coactivator | 0.12% of 360,000 active | HEK293 GAL4-SRC1 luciferase reporter, luminescence | AID 588354 | Q15788 | inhibition, % at 3.6 µM;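 active means inhibition above the campaign mean plus 3 SD, with each screening campaign given its own cutoff, cut at about 60% in these data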;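 further: 0% = DMSO treated cells and 100% = gossypol at 36 µM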
Target sequence (Q15788 whole entry, looked up, the tested form may be a part): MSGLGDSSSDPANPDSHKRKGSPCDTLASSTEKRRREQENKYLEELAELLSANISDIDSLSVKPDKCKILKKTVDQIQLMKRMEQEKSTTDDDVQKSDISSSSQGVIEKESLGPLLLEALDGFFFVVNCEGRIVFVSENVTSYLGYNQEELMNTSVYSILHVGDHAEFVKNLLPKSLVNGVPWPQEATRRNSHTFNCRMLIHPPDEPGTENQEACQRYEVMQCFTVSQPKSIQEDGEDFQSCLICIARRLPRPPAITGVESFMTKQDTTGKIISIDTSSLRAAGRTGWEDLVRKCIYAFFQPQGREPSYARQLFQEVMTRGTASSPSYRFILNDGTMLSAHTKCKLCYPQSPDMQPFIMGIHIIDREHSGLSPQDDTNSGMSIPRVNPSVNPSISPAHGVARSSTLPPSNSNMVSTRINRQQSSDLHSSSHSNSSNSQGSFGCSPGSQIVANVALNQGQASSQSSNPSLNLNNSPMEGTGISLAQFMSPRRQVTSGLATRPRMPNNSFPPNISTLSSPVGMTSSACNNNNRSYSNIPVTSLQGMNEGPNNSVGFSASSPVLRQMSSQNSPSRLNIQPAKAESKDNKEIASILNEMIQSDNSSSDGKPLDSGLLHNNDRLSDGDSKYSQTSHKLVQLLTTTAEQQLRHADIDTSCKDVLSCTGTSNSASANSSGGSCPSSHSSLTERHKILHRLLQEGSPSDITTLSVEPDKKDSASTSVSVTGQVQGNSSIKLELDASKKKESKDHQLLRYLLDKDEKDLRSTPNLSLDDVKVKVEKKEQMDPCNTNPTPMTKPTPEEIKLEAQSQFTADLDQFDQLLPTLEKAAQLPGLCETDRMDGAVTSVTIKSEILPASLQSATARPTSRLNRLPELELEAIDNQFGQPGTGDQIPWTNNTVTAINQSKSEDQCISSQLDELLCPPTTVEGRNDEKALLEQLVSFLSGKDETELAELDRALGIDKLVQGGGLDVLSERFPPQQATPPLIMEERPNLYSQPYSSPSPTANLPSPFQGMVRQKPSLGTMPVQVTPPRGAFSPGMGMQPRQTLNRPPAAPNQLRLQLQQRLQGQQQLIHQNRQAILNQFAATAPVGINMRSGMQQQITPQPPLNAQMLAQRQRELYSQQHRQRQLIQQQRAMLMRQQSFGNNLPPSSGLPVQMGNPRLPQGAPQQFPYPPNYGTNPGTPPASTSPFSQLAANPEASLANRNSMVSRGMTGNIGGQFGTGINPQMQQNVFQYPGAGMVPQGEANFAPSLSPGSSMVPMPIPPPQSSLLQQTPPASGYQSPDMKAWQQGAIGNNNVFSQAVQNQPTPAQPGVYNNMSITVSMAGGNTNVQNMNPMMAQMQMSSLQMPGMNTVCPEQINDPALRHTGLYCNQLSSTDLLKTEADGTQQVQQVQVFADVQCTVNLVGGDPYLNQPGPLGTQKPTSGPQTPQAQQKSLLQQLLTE
C8 TRAIL sens – sensitizes caspase-8 expressing cells to TRAIL | NB7+C8 cells + TRAIL, ATPlite viability luminescence | inhibition (viability loss, TRAIL sensitization), % at 10 µM | 1% of 360,000 active | AID 624354;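 active means compounds causing at least 50% loss of cell viability in the single-dose screen, relative to plate controls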
NCOA2 inhibitor – inhibits human steroid receptor coactivator 2 | 0.17% of 370,000 active | HEK293 GAL4-SRC2 luciferase reporter, luminescence | Q15596 | AID 651957 | inhibition, % at 9 µM;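 active means inhibition above the mean inhibition of all tested compounds plus 3 SD, set per campaign, cut at about 52% in these data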;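 further: 0% = DMSO treated cells and 100% = cells given Gossypol at 36 µM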
KKLEB cytotox – CF airway cell cytotoxicity counter-screen | KKLEB CF airway cells viability, ATPlite luminescence, overnight; active compounds read low; cells stimulated with P. aeruginosa culture filtrate | 0.36% of 360,000 active | activity change (cytotoxicity), % at 5 µM;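 active means corrected activity change at or below -50% at 5 µM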
TROY NFkB inh – inhibitors of TROY-dependent NF-kB signaling | Q293 LMP1-TROYcd NF-kB luciferase reporter, 4 h | inhibition, % at 10 µM | 0.98% of 360,000 active | AID 1347056;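 active means compounds whose plate-normalised and pattern-corrected inhibition of the luciferase reporter signal at the single screening dose is 50% or more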
NCOA3 inh – inhibits human SRC3 coactivator; Q9Y6Q9; 0.17% of 360,000 active; HEK293 GAL4-SRC3 luciferase reporter, luminescence; inhibition, % at 3.6 µM;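 active means inhibition above a per-campaign cutoff, the mean of all compounds plus 3 SD, cut at about 60% in these data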;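 further: 0% = DMSO-treated cells and 100% = gossypol-treated cells at 36 µM; higher means less SRC3-driven luciferase light from the GAL4 reporter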
NR2F2 inh – inhibitors of human COUP-TFII (NR2F2) | P24468 | HEK293T NGFI-A luciferase reporter, luminescence | inhibition, % at 8.6 µM | 0.7% of 370,000 active | AID 686940;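 active means inhibition above a per-plate cutoff, mean inhibition of test wells between control levels plus 3 SD, cut at about 38% in these data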;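 further: cells cotransfected with COUP-TFII expression vector driving the NGFI-A reporter; 0% = median of COUP-TF2 test wells and 100% = reporter-only cells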
* marks the source's active call; other numbers are inactive results; . = no result given; & = joins results of further samples. A portion of the library. The share of hits here may be higher or lower than overall.

Start of the data: the first 2 compounds, to show the layout:
SMILES	TWEAK-Fn14 inh	EBV LMP1 NFkB	NR5A2 inv ag	CF NFkB inh	SRC1 inh	C8 TRAIL sens	NCOA2 inhibitor	KKLEB cytotox	TROY NFkB inh	NCOA3 inh	NR2F2 inh
COc1ccc(OC)c(NC(=O)N2C[C@H]3C[C@@H](C2)c2cccc(=O)n2C3)c1	-10	-7	-30	-6	-8	3	12	-7	-7	-34	-9
CC(C)N1CC=C(c2c[nH]c3ccccc23)CC1	3	10	-12	0	5	-14	4	5	-1	-7	-4

The whole of this part, previewed entries included:
SMILES	TWEAK-Fn14 inh	EBV LMP1 NFkB	NR5A2 inv ag	CF NFkB inh	SRC1 inh	C8 TRAIL sens	NCOA2 inhibitor	KKLEB cytotox	TROY NFkB inh	NCOA3 inh	NR2F2 inh
COc1ccc(OC)c(NC(=O)N2C[C@H]3C[C@@H](C2)c2cccc(=O)n2C3)c1	-10	-7	-30	-6	-8	3	12	-7	-7	-34	-9
CC(C)N1CC=C(c2c[nH]c3ccccc23)CC1	3	10	-12	0	5	-14	4	5	-1	-7	-4
CN1CC(C(=O)c2ccc(Cl)cc2)C(c2ccc(Cl)cc2Cl)C1 (stereo unspecified)	-5	-8	2	10	9	2	14	0	-15	4	-9
CC1Oc2cc3c(-c4c(O)cc(O)c5c(O)c6c(cc45)OC(C)C(C)C6=O)c(O)cc(O)c3c(O)c2C(=O)C1C (stereo unspecified)	68*	29	-21	67*	-3	49	.	-56*	12	23	.
O=C(Cn1cc(C(=O)c2ccccc2F)c2ccccc21)NCc1ccco1	3	0	12	-12	10	3	-23	2	-2	27	10
C/C(=N\Nc1ccccc1)c1c(O)n(C)c(=O)n(C)c1=O	11	-17	7	3	-9	-2	7	1	-1	23	2
COc1ccc(-c2nn(CCC#N)cc2C(=O)Nc2ccc(C(C)=O)cc2)cc1	-23	-4	17	-3	4	-33	-43	-6	6	-2	11
CN1C[C@H]2CON(C)[C@H]2C[C@H]1c1cccc(Br)c1	0	-1	-4	7	4	0	-15	-10	-21	-17	-6
Cc1cccc(CN2CCN(C(=O)Cc3ccccc3)CC2)c1	-10	-1	22	1	14	8	-1	1	-6	9	1
O=c1[nH]c(=O)n(C2CCCCC2)c(O)c1/C=C/C=Nc1ccccc1	-12	-2	3	2	-5	0	8	1	14	5	-30
Cn1c(O)c(C(=N)COc2ccccc2)c(=O)n(C)c1=O	13	5	-18	15	10	-19	-4	-5	-4	5	2
Cc1ccc(N2C(=O)NC(=O)C3(Cc4ccccc4N4CCN(c5ccccc5)CC43)C2=O)cc1 (stereo unspecified)	-1	-7	-5	-13	-28	-7	-26	18	40	-26	-2
CCC(=NCCOc1ccc(Cl)cc1)c1c(O)n(C)c(=O)n(C)c1=O	43	37	2	-1	0	32	12	-13	42	3	30
CC(C)(C)C1(CCO)C(=O)NC(=S)NC1=O	-12	-1	4	-3	-6	-25	-29	-2	-4	-5	-4
O=C1NC(=O)C(C2CCOC2=O)N1 (stereo unspecified)	2	-4	-22	4	-7	-1	-23	-4	-3	13	-6
COC(=O)c1ccccc1-n1c(C)nc2ccccc2c1=O	-9	1	2	11	-6	4	2	9	15	6	-2
CCOC(=O)N(c1ccccc1)P1(=S)OCC(C)O1 (stereo unspecified)	12	-4	-19	-21	13	-11	-38	24	-1	13	-9
O=C(c1ccco1)C12CN3CN(CN(C3)C1)C2	5	-7	1	17	-5	10	8	-6	8	-5	3
C=Cn1ccnc1P(=S)(c1ccn(C)c1)c1nccn1C=C	-2	-9	6	-15	8	-27	22	2	6	9	12
c1cc(CCN2CCCC2)ccn1	2	-6	-5	7	-7	-21	14	-8	10	3	23
O=C(COc1ccccc1F)N1CCN(CCN2C(=O)c3cccc4cccc(c34)C2=O)CC1	-12	10	13	-30	-1	-7	-8	15	-16	15	9
CC[N+]1(C)CCCC(OC(=O)C(O)(c2ccccc2)c2ccccc2)C1 (stereo unspecified)	-8	-4	36	6	-7	6	-1	27	8	6	-2
CC1CCCCN1Cc1c[nH]c2ccccc12 (stereo unspecified)	2	1	8	-28	-15	-13	23	10	1	-5	2
CCOC(=O)C1=C(N)OC2=C(C(=O)CCC2)C12C(=O)N(C)c1ccccc12 (stereo unspecified)	-11	-2	-5	0	-4	-1	-37	-7	-47	25	-19
COc1cc2[nH]c(=S)n(-c3ccccc3)c(=O)c2cc1OC	0	0	15	1	-3	11	-8	3	-19	10	10
C[C@H](CO)N1C[C@H](C)[C@H](CN(C)C(=O)Oc2ccccc2)OCc2cnnn2CCCC1=O	21	4	26	-12	6	3	14	10	8	10	1
C[C@]12CC[C@@H](O)CC1=CCC1C2CC[C@@]2(C)C1C[C@@H](F)[C@H]2O (stereo partly specified)	0	2	8	1	1	-5	18	8	16	-10	15
c1ccc(-c2ccc(CN3Cc4ccccc4-n4nncc4C3)cc2)cc1	23	11	16	-46	12	16	21	10	28	9	25
COc1ccc(-n2nnnc2C(c2cccc3ccccc23)N2CCC3(CC2)C(=O)NCN3c2ccccc2)cc1 (stereo unspecified)	53*	.	-17	7	31	7	-26	-25	10	23	7
CCC1(CC)C(=O)NC(=NCCc2c[nH]c3ccccc23)NC1=O	2	-2	-1	7	14	-24	5	-1	11	8	12
Cc1ccc(-c2nn(CCC#N)cc2C(=O)O)cc1C	20	-6	-13	13	-14	-2	1	4	0	15	19
Cc1nc2ccccc2c(=O)n1-c1ccccc1[N+](=O)[O-]	-14	3	3	-18	0	-5	3	6	-5	5	16
CCC1(CC)C(=O)NC(=O)N(CCc2ccccn2)C1=O	-2	-8	-10	40	-7	-7	2	1	3	4	6
CN(C/N=C(\N)N[N+](=O)[O-])S(=O)(=O)c1ccccc1	-10	-4	8	7	-42	-22	8	4	6	4	-4
CC(C)c1ccc(-n2c(O)c(/C=N/NC(=O)c3ccncc3)c(=O)[nH]c2=O)cc1	15	-8	10	-5	-11	-12	2	13	-3	-3	3
COCCOC(=O)C1=C(N)Oc2c(c(=O)oc3ccccc23)[C@@]12C(=O)Nc1ccccc12	14	2	-8	5	-13	-10	-21	4	-15	-3	-4
Cc1ccc(-c2cc(-c3ccccc3)cc(-c3ccccc3)[n+]2-c2ccccc2C(=O)O)cc1	29	9	27	-16	-16	4	-2	-9	21	3	-4
O=C(c1ccc2c(c1)N(Cc1ccccc1)CCS2)N1CCC2(CC1)OCCO2	9	-4	3	-5	-4	4	1	3	31	11	-6
COC(=O)C1=C(c2ccc3ccccc3c2)C[C@@H]2CC[C@H]1N2C(=O)NC1Cc2ccccc2C1	11	3	10	12	-3	11	4	-19	10	1	-6
Cc1ccccc1-n1c(C)nc2ccsc2c1=O	55*	-4	12	-2	-6	10	-35	-3	2	19	3
OC(Cn1c2ccccc2c2ccccc21)C[n+]1cccc2ccccc21 (stereo unspecified)	-88	-7	4	11	1	10	-4	-14	-21	0	-6
CC(C(=O)c1c[nH]c2ccccc12)N1CCc2ccccc2C1 (stereo unspecified)	12	6	21	-11	-6	-8	-21	0	3	17	5
C=CCN1C(=O)NC(=O)C(Cc2ccc(OC)c(OC)c2)C1=O (stereo unspecified)	-22	-17	1	-8	-12	-6	-1	12	-9	-2	5
CC(=NCCO)c1c(O)n(C)c(=O)n(C)c1=O	7	-4	-8	-16	-24	-11	-7	8	4	3	-4
CC(=O)OC1(c2ccc(C)cc2)CN2CCC1c1ccccc12 (stereo unspecified)	1	7	4	-4	15	-18	8	-16	-62	9	-1
CCOC(=O)[C@]1(C#N)[C@@H]2C=CC(C(N)=O)=CN2[C@@H](C(N)=O)[C@@H]1c1ccc(F)cc1	7	1	9	-2	1	6	-19	-1	-22	19	0
COc1ccc(-c2cc(=NCC(=O)O)c3ccccc3o2)cc1	-46	-24	-94	-60	-6	9	.	6	-59	-36	.
C[C@@H]1CN([C@H](C)CO)C(=O)CCCn2nncc2CO[C@@H]1CN(C)C(=O)Oc1ccc2ccccc2c1	7	6	5	19	-3	-4	12	-6	-8	-7	-2
Cc1cc(C=C(C#N)C#N)ccc1N1CCCC1	-2	-2	34	-23	-7	7	-10	-5	0	-6	0
O=C(O)CCn1cc(C=C2C(=O)NC(=S)NC2=O)c(-c2cc3ccccc3oc2=O)n1	4	-1	-5	1	-3	20	13	-4	-1	5	15
COC(=O)C1=C(c2ccc(OCc3ccccc3)cc2)C[C@@H]2CC[C@H]1N2C(=O)NCc1ccccc1C(F)(F)F	20	1	-12	-19	11	-1	-9	-6	-3	-16	-1
CCCc1nc2ccc(Br)cc2c(=O)n1-c1ccc([N+](=O)[O-])c(C(F)(F)F)c1	46	44*	6	43	35	44	6	-21	47	64*	18
CCc1cccc(C)c1NC(=S)N1CC2CC(C1)c1cccc(=O)n1C2 (stereo unspecified)	30	-9	6	-1	12	-4	-7	3	0	5	4
Cc1cc(/C=C2\C(=O)NC(=O)N(c3ccc(Cl)cc3)C2=O)c(C)n1C	3	8	-24	-5	10	0	-2	6	-3	0	13
Cc1ccc(OCCn2cccc2/C=C2/C(=O)NC(=O)N(Cc3ccco3)C2=O)cc1	-6	-14	24	-33	-18	7	-1	10	-59	-3	0
CCC(=O)CC(c1ccccc1)c1c(O)c2ccccc2sc1=O (stereo unspecified)	0	9	-3	6	-8	14	13	-4	11	2	18
O=c1[nH]c(=O)n(CCC2=CCCCC2)c(O)c1C=NCCCn1ccnc1	6	1	4	-1	-7	1	-4	1	16	14	-15
Cc1ccc(C2=NCC(=O)N(CC(=O)N3CCCCC3)c3sc(C)c(C)c32)cc1	7	-5	10	-12	1	-6	17	3	-3	-2	-2
CC(C)(C)c1cc(C=C(C#N)C#N)cc(C(C)(C)C)c1O	73*	24	76*	47	61	32	-3	17	57*	81*	2
OC(COCc1ccc(Cl)cc1)CN1CC=C(c2ccccc2)CC1 (stereo unspecified)	-12&-8	7	-4&-17	2&-9	9&3	2&25	-59&16	1&-17	-10&-4	10&21	-31&8

Following part.
SMILES	TWEAK-Fn14 inh	EBV LMP1 NFkB	NR5A2 inv ag	CF NFkB inh	SRC1 inh	C8 TRAIL sens	NCOA2 inhibitor	KKLEB cytotox	TROY NFkB inh	NCOA3 inh	NR2F2 inh
CNc1cc(N2CCN(C)CC2)ccc1[N+](=O)[O-]	-16	-5	7	5	-8	2	-5	3	14	5	-7
COC(=O)C1=C(c2ccc(Cl)c(C(F)(F)F)c2)C[C@@H]2CC[C@H]1N2C(=O)NC1CC1	1	4	-17	5	4	19	11	-7	-9	11	11
OCC12COC3c4ccccc4C(OC1)N32 (stereo unspecified)	-6	-5	-4	-10	3	-1	-13	12	-10	-12	-21
Cc1cccc(C)c1-n1nnnc1C(c1ccccc1OC(F)(F)F)N1CCC(n2c(=O)[nH]c3ccccc32)CC1 (stereo unspecified)	33	.	-41	73*	10	26	-3	-28	-9	6	2
C[N+]1(C)CCc2cc3c(cc2[C@H]1[C@@H]1OC(=O)c2c1ccc1c2OCO1)OCO3	10&-8	-5&-1	-14&13	-3&-7	6&-14	1&-19	3&11	-11&-14	4&5	-11&14	8&17
COCCOC(=O)c1c(N)n(Cc2ccc(OC)cc2)c2nc3ccccc3nc12	39	3	-6	5	0	3	2	-14	61*	-2	11
CN1CCC(=O)N(CCN=[N+]=[N-])CC1	-15	3	6	0	-9	-11	-8	6	7	16	5
CN1CCN(/N=C/c2c(O)n(CCC3=CCCCC3)c(=S)[nH]c2=O)CC1	14	7	-17	10	-1	11	-8	4	14	1	0

Bioassay records: PubChem BioAssay, several laboratories
